P. falciparum M1AAP: malaria alanyl aminopeptidase activity blockers – biochemical, fluorogenic H-Leu-NHMec substrate, 1536-well (AID 1445); recombinant M1AAP, H-Leu-NHMec fluorogenic kinetic assay; higher % means a stronger effect; inhibition, % at 30 µM; hits with a dose series show IC50 in µM; 220,000 tested, 0.42% active;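 active means primary inhibition above the hit cutoff, then over 50% inhibition at one or more dose response concentrations, cut at about 23% in these data, passing the limit was not always enough; inconclusive means conflicting primary data, or primary hits not chosen for dose response; inactive means low primary inhibition, or under 50% at every dose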;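 further: plate controls were DMSO full reaction for no effect and no enzyme background for full effect; strong numbers were not always called active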
CSM14.1 death rescue: rescue of cells from ER stress-induced death, primary screen, 384-well, CSM14.1, thapsigargin, ATP luminescence (AID 1222). CSM14.1 thapsigargin-induced death rescue, ATP luminescence; higher % means a stronger effect. one-dose cellular ATP content (survival), % at 20 µM; EC50 in µM for titrated hits. 190,000 tested, under 10 active;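 active means EC50 below 50 µM in the dose-response confirmation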;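 further: death triggered by thapsigargin at about 15 µM added after 2 h compound pretreatment; cell ATP read after overnight thapsigargin exposure of roughly 18 to 22 hours; normalized against plate controls of thapsigargin alone and 5% DMSO vehicle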
K1F lysis inhibition: protection from phage-mediated lysis, alamar blue read-out – E. coli UTI89, K1F phage, bacterial capsule biogenesis inhibitors (AID 488966). E. coli UTI89 K1F phage lysis, alamar blue, 2 h; higher % means a stronger effect. inhibition, % at 100 µM; hits with a dose series show IC50 in µM. 340,000 tested, 0.02% active;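 active means phage lysis inhibition, versus mean bacterial control, above a set limit; inconclusive means no clear call, values can overlap the other calls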;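 further: capsule biogenesis inhibitors block K1F phage lysis so surviving cells raise fluorescence; higher fluorescence means more inhibition of phage lysis; actives were called in the ten point dose series up to 300 µM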
TNAP activators: human TNAP enzyme activators, primary screen, biochemical, luminescent, no phosphate acceptor, uHTS (AID 1001) | activation fold at 20 µM, or EC50 in µM where a hit was titrated | purified TNAP, luminescent activation assay, no phosphate acceptor; higher activation fold means a stronger effect | 200,000 tested, 0.03% active; in the data active means activation fold from about 3, or a potency from the dose series; inactive means the rest, 99 in 100 with activation fold below about 1.6; further: many of its hits are not listed in these tables
Lipid droplet: modulators of hepatic lipid droplet formation. AML12 mouse hepatocytes, oleate lipid droplets, BODIPY imaging. 240,000 tested, 0.4% active. AID 1656. inhibition, % at 6.5 µM;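 active means lipid droplet intensity inhibited by at least 50%, with more than 500 cells counted; inconclusive means wells with under 300 cells, treated as cytotoxic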
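Assay system: AML12 mouse liver cells | Compound dosing: One dose, 6.5 µM compound | Read-out basis: Droplet intensity reduction, % inhibition | Measured by: Fluorescence imaging, 20x objective, two fields per well | Schedule: Overnight treatment with compound plus oleate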
human PMI inhibitors: MPI inhibition at elevated mannose 6-phosphate – biochemical, fluorescence intensity, high mannose 6-phosphate, primary screen (AID 1220). recombinant PMI enzyme, coupled fluorescence intensity; higher % means a stronger effect. inhibition, % at 20 µM, or IC50 in µM where a hit was titrated. 190,000 tested, 0.66% active
WT yeast gro inh: growth inhibition of WT yeast, mitochondrial fusion screen | inhibition, % at 10 µM | 190,000 tested, 2.1% active | mitochondrial fusion phenotypic screen, WT strain; in the data active means inhibition above about 58%; tested in S. cerevisiae
Myeloid diff 2: compounds promoting myeloid differentiation; ER-HoxA9 myeloid progenitors, lysozyme-GFP differentiation, flow cytometry; calls only at 10 µM; 360,000 tested, 1% active;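 active means normalized GFP-positive differentiation at or above the plate's own cutoff, the solvent-only control mean plus 3 SD; inconclusive means no clear call, values can overlap the other calls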;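 further: cells exposed to compound for four days before flow analysis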
PMI inhibitors: MPI enzyme activity inhibition – biochemical, fluorescence intensity, coupled assay, primary screen (AID 1209); purified PMI enzyme, coupled fluorescence intensity; higher % means a stronger effect; inhibition, % at 20 µM, or IC50 in µM where a hit was titrated; 190,000 tested, 0.42% active;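 further: plate controls were DMSO vehicle for no effect and wells lacking substrate for full effect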
WT yeast gro inh mutant strain: further read-out of WT yeast gro inh, marked with its call; inhibition, %; mitochondrial fusion phenotypic screen, mutant strain inhibition
Lipid droplet cells 6.5 µM: second read-out of Lipid droplet, no call of its own (marks repeat the call); cell count; measured here: cell count, cytotoxicity flag;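 cells counted across two imaged fields per well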
Myeloid diff 2 GFP+ MAC1+ %: further read-out of Myeloid diff 2, marked with its call; GFP+ MAC1+ double positive, %; measured here: differentiation confirmed by MAC1 staining
* marks the source's active call; other numbers are inactive results; i = inactive; ? = inconclusive; . = not tested or not shown; [ ] = dose if it differs, or a comment. Unless noted, no stated cut-off is given here; in the data, active means inhibition above about 50%; inactive means the rest.

Sequence of screens: P. falciparum M1AAP | CSM14.1 death rescue | K1F lysis inhibition | TNAP activators | Lipid droplet | Lipid droplet cells 6.5 µM | human PMI inhibitors | WT yeast gro inh | WT yeast gro inh mutant strain | Myeloid diff 2 | Myeloid diff 2 GFP+ MAC1+ % | PMI inhibitors
1	CC(OC(=O)C1CC(O)CN1S(=O)(=O)c1ccccc1[N+](=O)[O-])C(=O)N1CCCCC1 (stereo unspecified)
→ -2% | -5.2% | 0.1% | 1 | -13 | 634 | 4% | -9 | -11 | i | 0.1 | 4%
2	O=C(c1cccs1)[C@@H]1[C@@H]2C(=O)N(Cc3ccc4c(c3)OCO4)C(=O)[C@@H]2C2c3ccccc3C=CN21 (stereo partly specified)
→ 6% | -0.3% | . | 1 | . | . | -34% | -17 | -4 | . | . | -35%
3	O=C(CSc1nnc(-c2cnccn2)n1Cc1ccco1)c1ccccc1
→ -1% | 0.2% | 0.1% | 1.1 | . | . | -2% | 99* | 97* | i | 0.7 | -12%
4	FCCCOc1ccc(-c2nccc(-c3ccc(Br)cc3)n2)cc1
→ 5% | -0.1% | 11% | 1 | -8 | 585 | 8% | 15 | 14 | i | 0.8 | 11%
5	CCOC(=O)C(OC(=O)c1sc(=S)n(C)c1C)C(C)=O (stereo unspecified)
→ 4% | -0.9% | 2.9% | 0.9 | 0 | 588 | 5% | -2 | 3 | i | 0.4 | 4%
6	O=[N+]([O-])C1=C(Nc2cccc3ccccc23)CS(=O)(=O)C1
→ 12% | 2.5% | 0.4% | 1.1 | -16 | 725 | 2% | 13 | 21 | i | 6.8 | 9%
7	CC(=O)c1cccc(NC(=O)C(OC(=O)c2cccs2)c2ccccc2)c1 (stereo unspecified)
→ 8% | -0.8% | -2.2% | 1.1 | 2 | 666 | 2% | 4 | -3 | i | 0.4 | -1%
8	CCOC(=O)C1=C(C)NC(=O)C(C#N)C1c1ccco1 (stereo unspecified)
→ 2% | -3.3% | 5.3% | 1.1 | -1 | 722 | 18% | -3 | -2 | i | 3.5 | 14%
9	O=C(CNC(=O)c1ccccc1)NCC(=O)OCC(=O)c1ccc(F)cc1
→ 0% | -3.0% | 0.8%[50 µM] | 1.1 | . | . | 7% | 12 | -11 | i | 0.4 | 9%
10	CCOc1ccc(S(=O)(=O)NCc2ccccc2)cc1C(N)=O
→ 3% | 1.8% | -2.1% | 1.1 | 0 | 721 | 9% | 1 | -3 | i | 0.1 | 8%
11	CCNC(=S)NNC(=O)c1ccc(=O)n(Cc2ccccc2)c1
→ -3% | -0.1% | -0.4% | 1.9 | 3 | 741 | 9% | 0 | 3 | i | 0.1 | 8%
12	COc1ccc(CNC(=O)CCCn2c(SCC#N)nc3cc4c(cc3c2=O)OCO4)cc1
→ -2% | -6.4% | 0.6% | 1.1 | . | . | 0% | -12 | -4 | i | 0.8 | -5%
13	Cc1ccc(/C=N/NC(=O)c2cc(-c3cccnc3)nc3ccccc23)cc1
→ 2% | -2.3% | 0.3% | 1.1 | ? | . | 1% | 8 | -1 | . | . | 1%
14	COc1cc(NC(=O)c2cc(-c3cccnc3)nc3ccc(C)cc23)c(OC)cc1Cl
→ -2% | -0.1% | . | 1.1 | 19 | 651 | 18% | 12 | 24 | . | . | 12%
15	COc1cccc(/C(O)=C2/C(=O)C(=O)N(CCCN(C)C)C2c2cccc(Cl)c2)c1 (stereo unspecified)
→ . | -1.3% | . | 1 | . | . | -13% | . | . | . | . | -14%
16	CCN1CCN(CC(=O)c2c(C)n(C)c3ccc(OC)cc23)CC1
→ 3% | 1.7% | -0.9% | 1.1 | . | . | 8% | -5 | -1 | i | 0.3 | 11%
17	O=C(O)CNC(=O)c1ccc2c(c1)OCCO2
→ 2% | -0.5% | 6.6% | 1 | . | . | 8% | -4 | 7 | i | 8.9 | 6%
18	O=C(CNS(=O)(=O)c1ccc(Cl)cc1)NNC(=O)c1cccnc1
→ 13% | -1.5% | 2.2% | 0.9 | 6 | 676 | -3% | 5 | 8 | i | 0.4 | -10%
19	Cc1ccccc1-n1c(=O)cc(N2CCc3ccccc32)[nH]c1=O
→ 2% | -1.9% | 0.5% | 1.1 | 28 | 687 | 4% | -10 | -6 | i | 1.4 | 10%
20	Cc1ccccc1OCC(=O)NNC(=O)c1ccc(-c2ccccc2)cc1
→ 3% | -0.4% | 1.4% | 1.9 | -5 | 627 | 11% | -13 | -5 | i | 12 | 5%

Nothing new here: 4 of the compounds above.
Sequence of screens: P. falciparum M1AAP | CSM14.1 death rescue | K1F lysis inhibition | TNAP activators | Lipid droplet | Lipid droplet cells 6.5 µM | human PMI inhibitors | WT yeast gro inh | WT yeast gro inh mutant strain | Myeloid diff 2 | Myeloid diff 2 GFP+ MAC1+ % | PMI inhibitors
17	O=C(O)CNC(=O)c1ccc2c(c1)OCCO2
→ 2% | -0.5% | 6.6% | 1 | . | . | 8% | -4 | 7 | i | 8.9 | 6%
18	O=C(CNS(=O)(=O)c1ccc(Cl)cc1)NNC(=O)c1cccnc1
→ 13% | -1.5% | 2.2% | 0.9 | 6 | 676 | -3% | 5 | 8 | i | 0.4 | -10%
19	Cc1ccccc1-n1c(=O)cc(N2CCc3ccccc32)[nH]c1=O
→ 2% | -1.9% | 0.5% | 1.1 | 28 | 687 | 4% | -10 | -6 | i | 1.4 | 10%
20	Cc1ccccc1OCC(=O)NNC(=O)c1ccc(-c2ccccc2)cc1
→ 3% | -0.4% | 1.4% | 1.9 | -5 | 627 | 11% | -13 | -5 | i | 12 | 5%

Other results
Sequence of screens: P. falciparum M1AAP | CSM14.1 death rescue | K1F lysis inhibition | TNAP activators | Lipid droplet | Lipid droplet cells 6.5 µM | human PMI inhibitors | WT yeast gro inh | WT yeast gro inh mutant strain | Myeloid diff 2 | Myeloid diff 2 GFP+ MAC1+ % | PMI inhibitors
21	O=C(CC1C(=O)NCCN1Cc1cccc(Oc2ccccc2)c1)NCCCn1cccn1 (stereo unspecified)
→ 1% | 2.7% | -0.3% | 1.1 | 3 | 748 | 13% | -4 | 7 | i | 0.3 | 1%
22	CCN(CC)C(=O)COc1ccc(/C=C(\C#N)S(=O)(=O)c2ccccc2)cc1OC
→ 14% | 3.2% | -0.7% | 1 | 9 | 648 | 13% | 4 | 7 | i | 0.7 | 16%
23	CCOC(=O)NC1(C(F)(F)F)NC(=O)N(c2ccc(F)cc2)C1=O (stereo unspecified)
→ -5% | 2.9% | 2.3% | 1.1 | 3 | 642 | 2% | 14 | 7 | i | 0.4 | 5%
24	O=S(=O)(c1ccc(N2CCCC2c2nc3ccccc3s2)nc1)N1CCOCC1 (stereo unspecified)
→ -5% | 2.9% | -0.1% | 1.2 | . | . | 5% | 2 | 4 | i | 0.8 | 7%
25	COc1ccc(C2/C=C\CN(Cc3ccc(N(C)C)cc3)CC(=O)N2Cc2ccc(F)cc2)cc1 (stereo unspecified)
→ 1% | . | 0.6% | . | 33 | 752 | . | . | . | i | 1.1 | .
26	C=CCOC(=O)C(=O)/C=C/c1c(C)n(C)n(-c2ccccc2)c1=O
→ 7% | 0.2% | 2.0% | 1.1 | -1 | 703 | 3% | 4 | 6 | i | 1.1 | 3%
27	COc1ccccc1N1CCN(/N=C/C=C/c2ccccc2[N+](=O)[O-])CC1
→ 2% | . | 1.4% | . | -61 | 702 | . | . | . | i | 0.3 | .
28	CC(=O)c1cc(-c2ccccc2)n(CC(=O)NC2CCCC2)c1C
→ 1% | -0.8% | 2.2% | 1 | . | . | -4% | 8 | 16 | i | 7.7 | -5%
29	O=C(COC(=O)CSc1cc(Cl)ccc1Cl)NCc1ccc2c(c1)OCO2
→ 2% | -4.0% | -0.1% | 1 | -3 | 613 | 6% | -1 | 17 | i | 0.4 | 11%
30	COc1cccc(N=C2SC(C(=O)Nc3ccc(F)cc3)CC(=O)N2C)c1 (stereo unspecified)
→ 2% | 0.0% | -4.3% | 1.1 | -8 | 742 | 15% | 3 | 12 | i | 1.7 | 22%
31	O=C(NNc1ccc([N+](=O)[O-])cc1)C1CC2CCCC(C1)C2=O (stereo unspecified)
→ 7% | 0.4% | 2.0% | 1 | . | . | -1% | 16 | 14 | i | 5.3 | 2%
32	CC(=O)c1nn(-c2cccc(Br)c2)cc1C(=O)c1ccccc1
→ 1% | 2.2% | 0.4% | 1.1 | 2 | 699 | -6% | 3 | 11 | i | 0.7 | 2%
33	COc1cccc(/C=N/NC(=O)c2cc3c(OC)c(OC)ccc3[nH]2)c1OC
→ 15% | -3.5% | 1.0% | 1.1 | -8 | 514 | 13% | -3 | 17 | i | 0.0 | 4%
34	COC(=O)Nc1ccc(S(=O)(=O)N(CCO)CC(F)(F)C(F)F)cc1
→ -1% | -1.1% | 0.1% | 1.1 | . | . | 3% | 4 | -6 | i | 0.3 | 6%
35	COc1ccccc1N1CCN(S(=O)(=O)c2cc(C(F)(F)F)cc(C(F)(F)F)c2)CC1
→ -6% | . | 0.4% | . | -6 | 687 | . | . | . | i | 0.6 | .
36	Cc1cc(O)c(NC(=O)c2ccc(Br)o2)cc1C
→ -6% | -1.7% | 1.7% | 1.1 | -1 | 639 | 8% | 12 | 8 | i | 1.3 | 9%
37	CCOc1ccc(Oc2c(C)oc3cc(O)ccc3c2=O)cc1
→ 4% | 1.9% | 0.2% | 1.1 | 0 | 665 | 4% | -4 | 6 | i | 0.3 | 7%
38	CC(C)(SC(=S)N1CCOCC1)C(=O)O
→ 4% | 1.4% | 0.3% | 1 | . | . | -3% | 11 | 13 | i | 0.7 | -7%
39	C=CCN1C(=O)CS/C1=N/c1nccs1
→ -4% | -2.5% | 5.0% | 1.1 | 30 | 701 | -5% | 3 | 0 | i | 0.3 | -2%
40	Cc1cccc(OCC(=O)NNC(=O)CSc2ncc(C#N)c(N)n2)c1
→ 1% | 0.5% | 1.0% | 1.5 | . | . | 0% | -9 | -21 | i | 1.6 | -8%
41	Cc1cc(C)c2cc(CN(Cc3ccco3)C(=O)NCc3ccccc3)c(=O)[nH]c2c1
→ 9% | 2.0% | 0.1% | 1 | . | . | 7% | -1 | -8 | i | 1.1 | 15%
42	Cc1nc(C)c(C(=O)OCC(=O)N2CCN(c3ccccc3)CC2)s1
→ 9% | . | 1.6% | 1.1 | -11 | 698 | -8% | 5 | -1 | i | 1.3 | -4%
43	CCC1=NN2C(=N)/C(=C/c3cc(C)n(Cc4ccccc4)c3C)C(=O)N=C2S1
→ 1% | . | 1.6% | . | 4 | 696 | . | . | . | i | 0.3 | .
44	S=c1nc[nH]c2c1ncn2C1CCCO1 (stereo unspecified)
→ 4% | . | -0.2% | . | 6 | 673 | . | . | . | ? | . | .

Compound activity as filed in PubChem.
